# Mdm2 MdmX PPI: inhibitors of human Mdm2/MdmX interaction | SaOS-2 split-luciferase Mdm2/MdmX complementation, luminescence | AID 485346 | O15151+Q00987 | inhibition, % at 8 µM | hit rate 3% among 330,000;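 active = inhibition of at least 50% at 8 µM in the primary screen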
# Target sequence (O15151 whole entry, looked up): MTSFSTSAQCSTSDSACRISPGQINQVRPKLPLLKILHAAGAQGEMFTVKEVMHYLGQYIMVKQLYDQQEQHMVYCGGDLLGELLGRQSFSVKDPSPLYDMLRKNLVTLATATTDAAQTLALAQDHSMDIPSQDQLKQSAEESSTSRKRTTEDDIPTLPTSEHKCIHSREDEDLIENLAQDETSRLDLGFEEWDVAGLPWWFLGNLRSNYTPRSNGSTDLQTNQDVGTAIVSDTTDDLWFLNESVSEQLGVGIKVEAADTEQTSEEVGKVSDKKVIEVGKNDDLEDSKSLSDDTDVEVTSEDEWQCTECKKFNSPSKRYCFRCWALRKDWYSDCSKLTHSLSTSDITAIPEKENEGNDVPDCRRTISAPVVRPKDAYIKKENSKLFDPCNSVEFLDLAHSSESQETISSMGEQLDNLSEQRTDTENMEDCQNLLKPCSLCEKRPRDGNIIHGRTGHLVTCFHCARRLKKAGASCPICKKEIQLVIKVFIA
# Target sequence (Q00987 whole entry, looked up): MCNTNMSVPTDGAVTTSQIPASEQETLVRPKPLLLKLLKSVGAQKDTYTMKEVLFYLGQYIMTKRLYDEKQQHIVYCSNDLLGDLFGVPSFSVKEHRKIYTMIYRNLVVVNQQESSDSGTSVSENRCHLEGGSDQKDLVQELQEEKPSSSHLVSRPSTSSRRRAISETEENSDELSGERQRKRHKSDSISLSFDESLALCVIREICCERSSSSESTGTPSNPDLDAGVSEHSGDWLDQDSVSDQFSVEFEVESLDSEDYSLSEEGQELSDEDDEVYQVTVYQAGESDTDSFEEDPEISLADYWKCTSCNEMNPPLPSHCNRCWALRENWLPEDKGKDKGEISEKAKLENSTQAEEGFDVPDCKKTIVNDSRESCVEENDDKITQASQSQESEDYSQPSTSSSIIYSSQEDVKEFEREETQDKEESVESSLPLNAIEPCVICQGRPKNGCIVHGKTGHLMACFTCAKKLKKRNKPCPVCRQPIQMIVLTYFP
# TIM10 inh: TIM10 yeast growth inhibition. hit rate 1.4% among 330,000. inhibition, % at 10 µM. S. cerevisiae TIM10 strain growth, BacTiter-Glo luminescence, 24 h. AID 463195;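 active = inhibition of 40% or more at the single tested concentration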;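 also: wild-type TIM10 isogenic control strain grown at permissive 25 °C; 0% = DMSO yeast wells and 100% = minimal medium wells without yeast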
# UPR XBP1 act: adaptive UPR (XBP1) activation. CHO-XBP1 luciferase reporter, IRE1-XBP1 UPR activation, luminescence; percent of tunicamycin response, DMSO as zero. hit rate 0.33% among 330,000. activation, % at 20 µM;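 active = versus positive control, 20 µM dose yields 30% or more activation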;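 also: 100% = tunicamycin at 10 µg/mL and 0% = DMSO only wells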
#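 Material: CHO cell line with stable XBP1 luciferase reporter; schedule: 16-18 h cell attachment at 37 °C, then 6 h compound exposure; signal: glow luminescence from Steady-Glo reagent; medium: serum-containing F12 medium, 10% FBS; benchmarks: tunicamycin 10 µg/mL and vehicle-only wells; read-out: percent activation relative to tunicamycin reference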
# tim23-1 inh: growth inhibitors of tim23-1 mutant yeast; S. cerevisiae tim23-1 growth, BacTiter-Glo luminescence, 24 h; inhibition, % at 20 µM; hit rate 1.3% among 330,000;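 active = growth inhibition of the mutant yeast at or above 50%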;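 also: temperature-sensitive mutant grown at 25 °C; plate controls were DMSO-treated mutant yeast for no effect and medium wells lacking yeast for full effect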
# UPR CHOP act: activators of apoptotic arm of unfolded protein response (CHOP) | AID 449763 | hit rate 0.34% among 330,000 | CHO-CHOP luciferase reporter, UPR activation, luminescence; percent of tunicamycin response over DMSO baseline | activation, % at 10 µM;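 active = at 10 µM dose, activation of 40% or more, normalized to positive control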;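 also: 100% = tunicamycin at 10 µg/mL and 0% = DMSO alone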
#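 Assay system: CHO-CHOP cells, stable luciferase reporter of PERK-eIF2a-CHOP signalling / Buffer or medium: F12 plus 10% serum / Compound dosing: one dose, 10 µM in 0.5% DMSO / Times: 6 h compound treatment, 37 °C / Technique: luciferase luminescence / Read-out: % reporter activation, DMSO baseline versus tunicamycin full activation / Benchmarks: tunicamycin and DMSO controls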
# Jurkat NFkB inh: inhibitors of the PMA/ionomycin-induced NF-kB reporter in Jurkat cells | inhibition, % at 4 µM | PMA/ionomycin-induced NF-kB luciferase reporter, luminescence | hit rate 0.53% among 330,000; in the data active = inhibition above about 50%
# tim10-1 inh: tim10-1 yeast growth inhibition; S. cerevisiae tim10-1 ts strain growth, BacTiter-Glo, 24 h; hit rate 2.2% among 330,000; inhibition, % at 20 µM; AID 463190;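 active = inhibition of at least 40%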;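 also: mutant grown at 25 °C; 0% = DMSO wells with yeast and 100% = wells holding no yeast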
# 697 NFkB inh: lowers PMA/ionomycin-induced NF-kB signal in 697 B cells; 697 B-cell NF-kB luciferase reporter, 16 h; inhibition, % at 4 µM; hit rate 0.33% among 330,000; AID 435022; in the data active = inhibition above about 35%
# An asterisk follows results filed as active; i = inactive.
structure	Mdm2 MdmX PPI	TIM10 inh	UPR XBP1 act	tim23-1 inh	UPR CHOP act	Jurkat NFkB inh	tim10-1 inh	697 NFkB inh
COCCN(C(=O)CCC(=O)Nc1cccnc1)C(C(=O)NC1CCCCC1)c1ccccc1 (stereo not drawn)	-27	-3	0	4	-0.2	-23	7	-2
O=C(Cc1ccc(Cl)c(Cl)c1)Nc1cccc2ncccc12	-3	21	-5	-2	0.9	6	15	10
CCN(CC)CCNC(=O)c1ccc(NC(=O)CC(NC(=O)c2ccccc2Cl)c2ccccc2)cc1 (stereo not drawn)	-2	2	-9	11	3.0	6	5	18
CS(=O)(=O)N1CCN(c2ccc(NC(=O)c3ccc(Br)o3)cc2)CC1	-90	4	0	8	6.4	-89	12	-96
O=C1CCN(Cc2ccccc2)C=C1c1cccc(O)c1	-3	-3	-1	1	-0.4	10	-5	2
CCn1cc(S(=O)(=O)CC(=O)Nc2cc(C)on2)c2ccccc21	-3	-23	-2	9	-0.1	-4	15	-8
O=C(CS(=O)(=O)c1c[nH]c2ccccc12)N1CCc2ccccc21	19	-6	9	14	1.4	3	20	7
O=C(CCCCCN1C(=O)c2cccc3cccc(c23)C1=O)NCc1ccco1	3	-9	-2	1	2.1	-29	1	-20
CCCCc1ccc(NC(=O)COc2ccc(C(=O)Nc3ccccc3C)cc2)cc1	-6	-8	2	15	-0.8	12	19	2
O=C(Nc1nccs1)c1ccc(N2C(=O)[C@@H]3[C@H](C2=O)[C@H]2C=C[C@@H]3C2)cc1	-13	-14	-1	-6	2.4	-45	-2	-12
CC(=O)Nc1cccc(/C(C)=N/NC(=O)c2cc(-c3ccncc3)nc3ccccc23)c1	-24	-12	1	13	1.8	-2	-4	27
CCN(CC)C(=O)CSc1nnc(-c2ccccc2)n1N	-12	2	0	7	1.1	-7	10	21
CC(=O)Oc1ccccc1N(C(C)=O)S(=O)(=O)c1cccc([N+](=O)[O-])c1	19	1	-1	13	-0.8	8	10	10
Cc1cccc(CCNC(=O)C2CCN(S(=O)(=O)c3cccc4nsnc34)CC2)c1	2	17	2	20	-0.1	3	9	12
OCC1(CCOc2ccccc2)CCN(Cc2cccn2-c2ncccn2)CC1	1	6	-2	10	-0.6	9	10	2
O=C(NCC1CCCO1)c1ccccc1S(=O)(=O)c1ccc([N+](=O)[O-])cc1 (stereo not drawn)	6	-4	-1	8	-0.2	-15	-1	-12
O=c1c2ccccc2nc2c3ccccc3c(NCCN3CCOCC3)nn12	12	10	1	13	1.2	-36	33	-19
COc1ccc(C(=O)NNC(=O)c2cc3cccc(OC)c3oc2=O)cc1	14	9	-2	10	1.8	-8	-5	6
COC(=O)c1cc(-c2c(C)nn(-c3ccccc3)c2C)n[nH]1	-7	-2	-1	16	0.8	-8	16	0
S=c1[nH]nc(-c2cc(-c3ccccc3)n[nH]2)n1/N=C/c1ccc(Br)s1	-13	32	2	19	3.4	15	20	-21
COc1ccc(C2=NOC(Cn3nc(C(=O)O)cc3-c3ccccc3)C2)cc1 (stereo not drawn)	-10	-5	-3	-4	-1.3	6	-20	-3
Cc1onc(-c2c(Cl)cccc2Cl)c1C(=O)N=C(N)N1CCCC1	-8	-28	-2	-16	1.1	-16	-51	-28
O=C(NC1CCCCC1)c1cc(-c2ccccn2)nc2ccccc12	14	-5	-4	8	0.3	-11	6	-6
O=C(Nc1nnc(-c2ccc(Cl)cc2)o1)Nc1ccccc1Cl	17	-10	0	16	2.6	5	9	-5
COCC(=O)N1CCC(Oc2ccc(C(=O)N3CCN(C)C[C@@H]3C(C)C)cc2)CC1	0	-4	-2	-8	-0.1	2	-6	4
C=CCOc1ccc(C2CC(C)=NN2c2ccccc2)cc1 (stereo not drawn)	17	12	0	8	-0.3	7	6	9
COc1ccccc1-c1noc(-c2ccccc2C(=O)NCC2CCCO2)n1 (stereo not drawn)	10	34	0	21	0.4	7	9	9
COc1cccc(NC(=O)c2ccccc2-c2nc(-c3ccc(F)cc3)no2)c1	27	15	-3	12	-1.2	-11	12	14
Cc1nc2c(F)c(F)c(C(F)(F)F)c(F)c2[nH]1	21	4	-2	30	-1.0	-2	24	2
CCCCn1c(N)c(N(CC)C(=O)c2cccc(OC)c2)c(=O)[nH]c1=O	2	-20	-1	5	1.7	9	4	14
O=C(C1=C[C@H](c2csc3ccccc23)C[C@H](OCCCCO)O1)N1CCOCC1	-21	6	1	4	2.1	-10	6	-7
Cc1ccc(C(=O)NCCC(=O)N2CCCC2)cc1	-26	-2	-5	-2	6.9	-51	-6	-68
CC(=O)c1ccccc1NC(=O)C1CCCN(C(=O)c2ccc(Cl)cc2)C1 (stereo not drawn)	10	-18	-1	13	2.4	-8	-1	5
CN(C)CCCN(C(=O)c1ccc(S(=O)(=O)N2CCCCC2)cc1)c1nc2cc3c(cc2s1)OCO3	10	23	2	11	0.5	-7	30	-60
Cc1ccc(-c2csc3ncnc(OCC(=O)NC(=O)NCc4ccco4)c23)cc1	-1	14	-3	16	-1.8	5	15	-40
NS(=O)(=O)c1ccc(Nc2nc(-c3ccc(O)cc3)cs2)cc1	3	11	-2	24	2.9	4	8	21
O=C(O)c1ccccc1O	8	6	-5	4	-0.4	2	-2	7
O=[N+]([O-])c1ccc(NCCCN2CCOCC2)c(Cl)c1	-4	-9	-1	2	1.7	7	6	9
O=C(c1ccc(COc2ccc(F)cc2)o1)n1cccn1	4	2	-2	4	1.4	4	11	9
CCCCNc1nc(=S)[nH]c2cc(OC)c(OC)cc12	8	-2	4	-23	1.5	25	19	11
COc1ccc(NC(=O)N2CCc3ccccc3C2)cc1	-7	11	10	24	6.2	-34	13	-21
COc1ccc(NC(=O)c2ccccc2NC(=O)CSc2ccccc2)cc1	3	-9	-1	-8	-1.0	-57	22	-68
CCOC(=O)c1cn2nc(Oc3ccc(C#N)cc3)ccc2n1	-3	0	-2	-9	-0.2	1	-9	-12
Cn1nnnc1SCc1ccccc1[N+](=O)[O-]	-20	3	4	22	-0.3	2	14	14
COc1cccc(CNC(=O)c2nnn(CC(=O)Nc3cc(C)ccc3C)c2N)c1	5	3	1	13	1.3	10	15	7
C/C(=N\NC(=O)c1cccc(S(=O)(=O)N2CCOCC2)c1)c1ccc(C)cc1	2	1	-1	16	2.1	9	18	10
Clc1cc(Cl)c(OCCCCn2cncn2)c(Cl)c1	23	1	-1	28	-0.4	-5	16	2
O=C(O)CCC1c2cc3c4cc2OC2Oc5cc6c(cc51)C(CCC(=O)O)c1cc5c7cc1OC(O6)c1cc6cc(c1)Oc1cc(cc(C(=O)O)c1)Oc1cc8cc(c1)C(Oc1cc(c(cc1C5CCC(=O)O)C3CCC(=O)O)OC(O4)c1cc(cc(c1)Oc1cc(cc(C(=O)O)c1)O8)Oc1cc(cc(C(=O)O)c1)Oc1cc(cc2c1)Oc1cc(cc(C(=O)O)c1)O6)O7 (stereo not drawn)	41	-21	-3	1	3.4	14	-17	0
OC(COCc1ccccc1)CN1CCCCC1 (stereo not drawn)	-8	-8	-3	-10	-2.0	4	0	4
COc1ccc(C(=O)NC2CC3CCCC(C2)N3CC(C)C)cc1OC (stereo not drawn)	6	0	-2	14	-0.7	0	13	18
COc1cc(NC(=O)C23CC4CC(C2)CC(n2cnc([N+](=O)[O-])n2)(C4)C3)cc(OC)c1	26	8	0	16	0.3	1	24	-6
COC(CNC(=O)c1coc2nc3ccccc3nc12)OC	-13	22	3	23	1.5	-24	28	-24
CCOC(=O)C1CCN(CC(=O)N(CC(C)C)c2c(N)n(CC(C)C)c(=O)[nH]c2=O)CC1	20	-1	3	8	-1.0	-13	1	-8
CN(C)c1cccc(C(=O)OCC(=O)N2CCc3ccccc3C2)c1	-1	-5	-3	16	1.7	-11	-2	3
O=c1cnn([C@@H]2O[C@H](CO)[C@@H](O)[C@H]2O)c(=O)[nH]1	39	19	-6	23	-2.9	4	-26	i
O=C(CCCOc1ccc(Cl)cc1Cl)N/N=C/c1ccccc1	18	5	-3	21	-0.6	2	6	-5
COc1ccc(/C=C(\NC(=O)c2ccccc2)C(=O)N2CCCCC2)cc1OC	7	-3	-6	-11	-0.6	-11	-9	-7
CC(C)c1nnc(NC(=O)CSc2ccccc2)s1	3	-17	-1	9	-3.2	-14	8	12
Cc1cccc(/C=N/NC(=O)Cc2ccc(Cl)cc2)c1O	64*	9	-6	35	1.4	20	-11	13
COc1ccc(OC)c(/C(O)=C/C(=O)C(=O)Nc2cc(C)cc(C)c2)c1	15	4	0	5	-1.4	-7	12	-1

# Shown with each value named: 3 of the compounds above.
COc1ccc(C(=O)NC2CC3CCCC(C2)N3CC(C)C)cc1OC (stereo not drawn)
  Mdm2 MdmX PPI = 6	TIM10 inh = 0	UPR XBP1 act = -2	tim23-1 inh = 14	UPR CHOP act = -0.7	Jurkat NFkB inh = 0	tim10-1 inh = 13	697 NFkB inh = 18

COc1cc(NC(=O)C23CC4CC(C2)CC(n2cnc([N+](=O)[O-])n2)(C4)C3)cc(OC)c1
  Mdm2 MdmX PPI = 26	TIM10 inh = 8	UPR XBP1 act = 0	tim23-1 inh = 16	UPR CHOP act = 0.3	Jurkat NFkB inh = 1	tim10-1 inh = 24	697 NFkB inh = -6

COC(CNC(=O)c1coc2nc3ccccc3nc12)OC
  Mdm2 MdmX PPI = -13	TIM10 inh = 22	UPR XBP1 act = 3	tim23-1 inh = 23	UPR CHOP act = 1.5	Jurkat NFkB inh = -24	tim10-1 inh = 28	697 NFkB inh = -24

# Later entries:
structure	Mdm2 MdmX PPI	TIM10 inh	UPR XBP1 act	tim23-1 inh	UPR CHOP act	Jurkat NFkB inh	tim10-1 inh	697 NFkB inh
Cc1[nH][nH]c(=O)c1C(c1ccc2c(c1)OCO2)c1c(C)[nH][nH]c1=O	18	28	-1	16	0.5	8	18	17
COc1ccc(OCCNC(=O)c2ccccc2OCC(=O)Nc2ccc(NC(C)=O)cc2)cc1	22	14	-2	1	3.0	23	10	-20
CCOc1ccccc1/C=C\c1nc(O)c([N+](=O)[O-])c(=O)[nH]1	-33	-6	0	5	0.1	11	-12	4
COc1ccc(NC(=O)Cn2c(-c3ccccc3)cn(-c3ccc(C)cc3)c2=O)cc1	2	36	0	33	1.5	10	25	-13
Cc1ccc(S(=O)(=O)Oc2ccc(/C=N/N=C3/NC(=O)C(CC(=O)O)S3)cc2)cc1 (stereo not drawn)	14	-2	5	25	0.4	-7	25	-1
CC(C)N(C(=O)COC(=O)c1cccc(C(=O)OCC(=O)N(C(C)C)C(C)C)n1)C(C)C	-35	5	-3	24	0.3	-10	16	16
COc1ccc(-c2c(C)n([O-])c3c([n+]2=O)CCCC3)cc1	-10	3	-4	8	0.6	10	2	0
O=C(O)Cn1ncn(-c2ccc(OC(F)(F)F)cc2)c1=O	-15	7	-2	-15	2.2	2	2	10
COc1ccc(OCC(=O)Nc2ccc(C)c(S(=O)(=O)N(C)C)c2)cc1	2	13	-6	28	-1.0	-19	19	-7
O=C(O)c1cc(-c2cccnc2)nn1-c1ccccn1	15	-22	-1	4	-1.0	-9	5	-16
Cc1cccc(OCc2nnc(SC(C)C(=O)O)n2-c2ccccc2)c1 (stereo not drawn)	18	1	-3	7	5.1	-8	7	0
Cc1ccc(N(CC(=O)NC2CCCCC2)S(=O)(=O)c2cccs2)cc1	66*	16	0	11	0.5	1	30	-4

# Three records drawn at random from those above, as already listed:
structure	Mdm2 MdmX PPI	TIM10 inh	UPR XBP1 act	tim23-1 inh	UPR CHOP act	Jurkat NFkB inh	tim10-1 inh	697 NFkB inh
COc1ccc(-c2c(C)n([O-])c3c([n+]2=O)CCCC3)cc1	-10	3	-4	8	0.6	10	2	0
Cc1ccc(N(CC(=O)NC2CCCCC2)S(=O)(=O)c2cccs2)cc1	66*	16	0	11	0.5	1	30	-4
Cc1cccc(OCc2nnc(SC(C)C(=O)O)n2-c2ccccc2)c1 (stereo not drawn)	18	1	-3	7	5.1	-8	7	0
